# Mm-Cpn inhibitor – Inhibitors of TCP-1 ring complex (TRiC) of Methanococcus maripaludis (MmCpn): qHTS. purified Mm-Cpn ATPase, ADP Transcreener TR-FRET. AID 504842, 2011. actives 0.031% (n = 330,000). Potency, µM (series often up to 76.9 µM), inactives show at the highest dose activity, negative = inhibition, usual class: inhibitors. Chaperonin Mm-Cpn (Methanococcus maripaludis); further: potency means the concentration at half of the fitted maximal effect; on the % scale 0 is the no-effect control and ±100 the full control effect; nearly all actives have a fitted effect of over 80% in size
#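 Quantitative HTS used 25 nM Mm-CPN and 10 uM ATP in magnesium/KCl Tris buffer, pH 7.4, with 1 mM DTT. Hydrolysis ran 30 min at 37°C; ADP was read by HTRF.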
# EPAC2 ag – qHTS for Agonist of cAMP-regulated guanine nucleotide exchange factor 4 (EPAC2): primary screen; Rap guanine nucleotide exchange factor 4 (Homo sapiens), Q8WZA2; EPAC2 activation, biochemical qHTS; response scale: 100% = 6.5 mM cAMP response; Potency, µM (top dose mostly 154 µM), inactives show at the top dose activation, actives largely listed as activators; actives 0.079% (n = 360,000); further: potency means the concentration at half of the fitted maximal effect; nearly all actives have a fitted effect of over 50% in size
#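 EPAC2 (100 nM) mixed with Rap1B loaded with BODIPY-GDP (250 nM) plus 50 uM unlabeled GDP; compounds pinned in, 5 min RT, then read every 5 min for 30 min (ex 480, em 540 nm). Normalized to cAMP control.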
# pAkt inh – HTS Assay for Inhibitors of Akt Phophorylation: Primary Screen. Neuro2A IGF-stimulated pAkt S473 HTRF, 20 min; active compounds read low. AID 651550, 2012. activity change, % for hits at 50 µM. actives 0.32% (n = 360,000); in the data active means activity change below about -80%; inconclusive means mostly about -51% to -80%; further: on the % scale 0 is the no-effect control and ±100 the full control effect
#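 Neuro2A cells in DMEM with 0.5% FBS, overnight at 37 deg C, given compound at single 50 µM final, then IGF (6 nM final) for 20 min at 37 deg C. Lysed; phospho-Akt Ser473 by HTRF after 24 h, 665/615 ratio.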
# PTHR1 agonist – qHTS for PTHR1 Agonists: Primary Screen. Parathyroid hormone/parathyroid hormone-related peptide receptor (Homo sapiens), Q03431. HEK293 GP2 PTHR1 cells, GloSensor cAMP luminescence, 1 h. Potency, µM (titrated, usually from 115 µM), for the others: at the highest dose activation, most hits filed as activators. actives 0.075% (n = 410,000). AID 743266, 2014; further: potency means the concentration at half of the fitted maximal effect; nearly all actives have a fitted effect of over 55% in size; some results filed as inactive show a strong effect at the top dose; inactives centre near -15; many of its hits are not listed in these tables
# Target sequence (Q03431 whole entry, looked up): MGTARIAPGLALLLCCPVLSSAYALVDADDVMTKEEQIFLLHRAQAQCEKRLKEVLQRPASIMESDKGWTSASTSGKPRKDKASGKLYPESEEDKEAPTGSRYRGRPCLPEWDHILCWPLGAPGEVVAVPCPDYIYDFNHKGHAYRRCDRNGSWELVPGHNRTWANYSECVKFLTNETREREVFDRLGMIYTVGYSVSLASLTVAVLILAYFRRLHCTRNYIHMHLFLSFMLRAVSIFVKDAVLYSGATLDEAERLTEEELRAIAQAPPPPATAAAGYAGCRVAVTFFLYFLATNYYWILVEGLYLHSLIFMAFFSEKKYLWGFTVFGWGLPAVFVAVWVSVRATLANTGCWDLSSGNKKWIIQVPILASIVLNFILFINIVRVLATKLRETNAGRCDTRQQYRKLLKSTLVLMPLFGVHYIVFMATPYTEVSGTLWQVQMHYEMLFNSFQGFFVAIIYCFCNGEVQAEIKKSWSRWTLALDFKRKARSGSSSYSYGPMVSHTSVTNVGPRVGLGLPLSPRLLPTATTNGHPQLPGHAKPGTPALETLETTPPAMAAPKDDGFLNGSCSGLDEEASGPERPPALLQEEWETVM
#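 HEK-293-derived GP2 cells expressing PTHR1 and a GloSensor cAMP reporter, 3,000/well, plated overnight, given luciferin plus IBMX (each 0.5 mM as added) for 1 h at 37 °C, then compound for 1 h at 37 °C. Luminescence was read after 15 min at room temperature.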
# EPAC2 antag – qHTS for Antagonist of cAMP-regulated guanine nucleotide exchange factor 2 (EPAC2): primary screen | EPAC2 GEF exchange of Rap1B-BODIPY-GDP, fluorescence | Potency, µM (top dose mostly 114 µM), for the others: at the highest dose activity, negative = inhibition, actives largely listed as inhibitors | actives 0.18% (n = 360,000) | AID 720708, 2013; further: potency means the concentration at half of the fitted maximal effect; on the % scale 0 is the no-effect control and ±100 the full control effect; nearly all actives have a fitted effect of over 45% in size; many of its hits are not listed in these tables
# D3 ag – qHTS of D3 Dopamine Receptor Agonist: qHTS. D(3) dopamine receptor (Homo sapiens), P35462. AID 652048, 2013. actives 0.58% (n = 410,000). D3R DiscoveRx beta-arrestin cells, luminescence, 90 min. max activation, %; in the data active means max activation above about 30%; further: 0% is about no effect; mostly tested at two doses, the higher about 12 µM
# Target sequence (P35462 whole entry, looked up): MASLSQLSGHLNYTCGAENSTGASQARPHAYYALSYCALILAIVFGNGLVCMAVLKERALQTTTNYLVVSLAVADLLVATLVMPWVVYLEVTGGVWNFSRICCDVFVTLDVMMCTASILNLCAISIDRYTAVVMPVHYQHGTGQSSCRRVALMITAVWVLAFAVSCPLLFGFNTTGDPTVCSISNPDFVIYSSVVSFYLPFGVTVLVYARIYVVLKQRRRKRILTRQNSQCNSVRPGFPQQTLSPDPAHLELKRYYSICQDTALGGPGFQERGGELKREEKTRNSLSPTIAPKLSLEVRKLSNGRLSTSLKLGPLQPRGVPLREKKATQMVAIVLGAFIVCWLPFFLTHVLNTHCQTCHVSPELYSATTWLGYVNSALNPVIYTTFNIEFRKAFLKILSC
#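 Agonist-mode cell screen: cells plated at 1500/well and incubated overnight at 37 °C, then exposed to library compounds for 90 min at 37 °C. Detection reagent was added for 30–60 min at room temperature, and luminescence was read.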
# CCT modulator – High-Throughput Screening for Modulators of Cytosolic Chaperonin Activity; purified chaperonin ATPase assay, HTRF ADP detection, 30 min; activity change, % (concentration not given with the values), hits read low; actives 0.3% (n = 360,000); AID 651819, 2012; in the data active means activity change below about -30%; further: on the % scale 0 is the no-effect control and ±100 the full control effect
#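 ATPase activity: ADP formed was measured by HTRF Transcreener (665/615 nm ratio) after 30 min at 37 deg C with 10 uM ATP. Compounds screened at one 76 uM concentration against 40 or 20 nM TRiC in Tris pH 7.4/KCl/MgCl2/DTT buffer.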
# D3 antag – qHTS of D3 Dopamine Receptor Antagonist: qHTS; D(3) dopamine receptor (Homo sapiens), P35462; D3R cells, DiscoveRx beta-arrestin luminescence, antagonist mode; active compounds read low; max response, negative = inhibition, %; actives 2.5% (n = 360,000); AID 652054, 2013; in the data active means max response below about -50%; inconclusive means no clear call, values can overlap the other calls; further: on the % scale 0 is the no-effect control and ±100 the full control effect; mostly tested at two doses, the higher about 12 µM
#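 Cells plated overnight at 1500 cells/well, then exposed to library compounds with dopamine controls for 90 minutes at 37 degrees C. DiscoveRx reagent added for 30–60 minutes at room temperature; luminescence read, quantitative HTS format.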
# The depositor's hits bear a star; i = inactive; ? = inconclusive; / = no result given; [ ] = dose if it differs, or a comment. Unless noted, the call rests on the fitted dose curve; in most records, active means well fitted curve in the direction sought with a large enough effect; inconclusive means small, poorly fitted or top-dose-only effect, or another doubt; inactive means no such curve, though single readings can be large; an effect the other way counts as inactive or inconclusive. This is a subset, so the mix of outcomes need not match the whole.
SMILES,Mm-Cpn inhibitor,EPAC2 ag,pAkt inh,PTHR1 agonist,EPAC2 antag,D3 ag,CCT modulator,D3 antag
Nc1nonc1-n1nnc(C(=O)N/N=C/c2ccncc2)c1CSc1ccccc1,1.7%,3.8%,i,i,-3.3%,3.6,-2.6,-0.4
CCCCOC(=O)C1=C(C)Nc2nnnn2C1c1ccccc1Cl (stereo not given),-1.7%,-9.0%,i,-14.8%,?,3.3,-1.1,12.7
CC1CC(C)CN(C(=O)c2ccccc2Nc2ccc(SC(F)F)cc2)C1 (stereo not given),2.1%,7.8%,i,-76.3%[inhibitor],0.3%,-2.4,0.1,-14.1
COc1ccccc1-c1nnc(SCC(=O)OC(C)C)o1,/,16.1%,i,-1.2%,-5.0%,-21.5,0.2,-17.3
N/C(Cc1ccc(Cl)cc1)=N\OC(=O)c1cccc2ccccc12,-0.2%,24.7%,/,-16.9%[57.5 µM],-5.3%,-7.3,-2.1,18.8
CN1CCN(c2ccc(NC(=O)c3cc4ccccc4o3)cc2)CC1,-0.7%,4.9%,i,-14.2%,-1.7%,0.3,-9.4,-9.0
CCOC(=O)C1(Cc2ccc(OC)cc2)CCN(C(=O)c2sc(C)nc2C)CC1,-4.0%,-2.1%,i,-53.9%[inhibitor],-11.3%,-0.9,0.0,22.0
COc1ccc(NC2=NCC(Cc3ccc(Br)cc3)S2)cc1 (stereo not given),-1.5%,15.6%,i,-33.2%[inhibitor],-12.3%,-11.6,-5.8,?
COc1ccccc1CNS(=O)(=O)c1cc(C)ccc1OC,1.7%,-4.8%,i,i,2.7%,0.7,-1.1,36.4
Cc1cc(C)cc(N2C(=O)CC(n3ccnc3)C2=O)c1 (stereo not given),/,-2.1%,i,-15.6%,-5.4%,3.6,2.1,-1.6
CC(=O)Nc1ccc(S(=O)(=O)N2CCSC2c2ccccc2Cl)cc1 (stereo not given),0.2%,18.8%,i,-7.2%[57.5 µM],2.4%,-30.4,1.1,-29.4
O=C(CN1CCN(c2ccccn2)CC1)Nc1ccc([N+](=O)[O-])cc1C(=O)Nc1ccccc1F,-2.8%,-0.4%,i,-19.3%,-12.6%,28.3,-0.2,-11.7

# Full records, looked up by structure.
# COc1ccccc1CNS(=O)(=O)c1cc(C)ccc1OC reads Mm-Cpn inhibitor: 1.7%; EPAC2 ag: -4.8%; pAkt inh: i; PTHR1 agonist: i; EPAC2 antag: 2.7%; D3 ag: 0.7; CCT modulator: -1.1; D3 antag: 36.4
# CC1CC(C)CN(C(=O)c2ccccc2Nc2ccc(SC(F)F)cc2)C1 (stereo not given) reads Mm-Cpn inhibitor: 2.1%; EPAC2 ag: 7.8%; pAkt inh: i; PTHR1 agonist: -76.3%[inhibitor]; EPAC2 antag: 0.3%; D3 ag: -2.4; CCT modulator: 0.1; D3 antag: -14.1

# The list continues.
SMILES,Mm-Cpn inhibitor,EPAC2 ag,pAkt inh,PTHR1 agonist,EPAC2 antag,D3 ag,CCT modulator,D3 antag
COc1ccc2nc(-c3ccccc3)cc(OC)c2c1,-4.0%,18.1%,i,-20.7%,-0.6%,32.6*,-1.5,35.3
C/C(=N\NC(=O)c1cc2c(s1)CCC(C)C2)c1ccc[nH]1 (stereo not given),-4.2%,3.5%,i,i,-1.7%,-3.2,-3.0,-2.7
CC(C)(C)NNC(=S)Nc1cccc(C(F)(F)F)c1,-1.1%,4.4%,i,i,-7.4%,7.4,0.7,11.3
CC[C@H](C)[C@H](NC(=O)OCc1ccccc1)C(=O)OCC(=O)N1CCN(c2ccc(F)cc2)CC1,/,6.4%,i,-34.4%[inhibitor],0.3%,0.3,0.1,4.2
COc1ccc(NC(=O)/C(C#N)=C/c2c(C)nn(-c3ccc(F)cc3)c2Cl)cc1Cl,-19.6%,17.6%,i,-28.9%,-10.6%,-1.7,-1.5,-11.9
C/C(CC(=O)NCc1ccco1)=N\NC(=O)Cc1ccc(Cl)cc1,1.8%,6.8%,i,i,15.6%,7.0,0.8,9.5
CCOC(=O)C1CCCN(C(=O)c2ccc(C)cc2O)C1 (stereo not given),-0.9%,9.3%,i,i,-2.8%,-1.1,0.4,?
CCOC(=O)C1CCCN(C(=O)c2ccccc2)CC1 (stereo not given),/,3.5%,i,i,-1.9%,1.2,1.3,21.7
Cc1ccc(S(=O)(=O)N2CCOC2C(Cl)(Cl)Cl)cc1 (stereo not given),1.2%,15.1%,i,-10.1%,-11.4%,-14.1,-1.7,-14.3
c1coc(C2Nc3ccccc3C3OCCC23)c1 (stereo not given),1.3%,4.5%,i,-13.4%,6.0%,1.6,-0.7,1.5
CN1CCN(C(=S)NC(=O)c2cccc(S(=O)(=O)N(C)C)c2)CC1,-0.8%,-0.2%,i,i,0.7%,15.8,1.0,5.9
CCN(Cc1ccccc1)C(=O)c1[nH]c2ccc(OC)cc2c1C,-0.2%,7.5%,i,-21.8%,-11.5%,2.7,0.9,6.5
C=C(CCO)C1=CCN(S(=O)C(C)(C)C)[C@@H]1CCO (stereo not given in full),/,7.4%,i,5.7%,11.2%,-8.3,-3.8,0.0
O=C(Nc1ccc(Br)c(Cl)c1)C1CC1,-0.4%,0.6%,i,i,-3.9%,-1.5,-0.8,8.4
CC(C(=O)NCc1ccc2c(c1)OCO2)N1c2cccc3cccc(c23)S1(=O)=O (stereo not given),-3.3%,4.3%,i,-71.3%[57.5 µM],-11.1%,1.9,-3.2,15.1
CCC(C)CN1C(=O)CN(S(C)(=O)=O)CC1(C)C(=O)NC(C)C (stereo not given),/,-0.5%,i,-2.2%,3.1%,3.0,/,28.7
C/C=C/c1ccc(OCCCCn2cncn2)c(OC)c1,-0.6%,4.7%,i,-26.2%[57.5 µM],-0.7%,-7.8,-3.2,-24.6
CSc1ccc(-c2ccco2)nn1,-3.3%,7.3%,i,i,15.8%,2.2,-1.6,11.1
CC(=O)Nc1ccc(S(=O)(=O)NCC(=O)Nc2ccc3c(c2)OCO3)cc1,-0.6%,1.8%,i,i,-0.2%,0.4,2.3,10.9
Nn1c(SCc2ccccc2)nnc1-c1ccco1,1.6%,6.1%,i,-10.6%,15.3%,-5.0,0.0,-18.4
Cn1c(NCCCO)nc2c1c(=O)n(Cc1ccccc1F)c(=O)n2C,-0.2%,-5.8%,i,-0.7%[57.5 µM],2.8%,12.6,-2.7,11.5
COc1ccccc1C(=O)NCCn1cc(SCC(=O)Nc2cc(C)on2)c2ccccc21,1.0%,3.6%,i,i,-2.0%,9.8,-1.4,31.5
C[C@H](CO)N1C[C@H](C)[C@@H](CN(C)C(=O)Nc2ccccc2)Oc2ccc(NC(=O)Nc3ccccc3)cc2C1=O,0.4%,3.0%,i,-9.8%,-10.0%,-0.6,-43.6*,33.7
C/C(=N\Nc1ccc([N+](=O)[O-])cc1)c1ccc(-n2nncc2C(C)(C)C)cc1,2.0%,-23.5%,i,i,25.0%,0.3,1.3,11.3
COc1ccc(C2CC(=O)C3=C(C2)Nc2ccccc2N(C(C)=O)C3c2ccco2)cc1 (stereo not given),2.0%,12.3%,i,i,-2.7%,-1.2,-3.4,-9.4
CCCCc1nc2ccccc2c(NC(=O)CN2CCCC2)c1CCC,0.5%,-4.0%,i,-5.1%[57.5 µM],-0.5%,-10.7,-2.1,-11.1
O=C(O)CC(NC(=O)c1cccc([N+](=O)[O-])c1)c1ccc2c(c1)OCO2 (stereo not given),1.9%,4.2%,i,i,1.1%,-5.3,-1.9,-9.7
O=C(NCCc1nc2ccc(Cl)cc2[nH]1)C1CCC(=O)N(Cc2cccc(F)c2)C1 (stereo not given),0.1%,4.0%,i,-18.1%,0.9%,-5.1,-11.4,-24.5
CC(=O)Nc1ccc(NC(=O)C2Cc3c(-c4cccc(NC(C)=O)c4)ccnc3O2)cc1 (stereo not given),/,7.8%,i,?,4.1%,-13.7,-0.3,0.0
Cc1cc(C)n2c(Nc3ccc4c(c3)OCCO4)c(-c3ccc(C)o3)nc2n1,-5.3%,1.9%,i,-31.4%,-6.9%,1.7,-3.8,-2.9
O=C(N/N=C/c1cccc2ccccc12)c1cccc(F)c1,2.4%,7.7%,i,-19.2%,-9.9%,-13.2,-17.8,-13.2
COc1ccc(Cl)cc1S(=O)(=O)n1ccnc1,0.6%,9.3%,i,-1.3%,5.1%,-1.5,0.8,-7.1
Cc1[nH]nc(Nc2ccc(C(C)C)cc2)c1[N+](=O)[O-],0.6%,19.0%,i,-18.1%,-0.4%,-5.7,-2.2,-14.9
COc1cc(/C=N/NC(=O)CC#N)ccc1Oc1nc(Cl)ncc1F,0.0%,1.1%,i,-20.8%,8.7%,-9.8,0.5,-26.5
COc1cc(OC)c2c(-c3ccccc3)cc(=O)oc2c1C(CCN1CCCC(C)C1)c1ccc2c(c1)OCO2 (stereo not given),0.6%,9.9%,i,5.0%,4.1%,-50.8,-0.9,-69.8*
Cc1ccccc1NC(=O)C(C)OC(=O)CCC(=O)c1ccccc1 (stereo not given),/,10.9%,i,-15.4%,4.3%,3.5,2.7,17.9
CC1(C(=O)NCc2ccccc2)CCC(=O)N1C1CC1 (stereo not given),/,5.2%,i,-16.0%,-7.6%,16.0,-4.1,14.6
C=CCNC(=S)NNC(=O)c1ccc2c(c1)OCO2,-0.4%,4.5%,i,8.3%[57.5 µM],4.0%,22.5,2.3,12.3
CC1=C(C(=O)N(C(C)C)C(C)C)CC(CC(=O)NCCCCc2ccccc2)C(=O)N1CCCN1CCCC1=O (stereo not given),/,1.6%,i,-12.0%,6.3%,6.7,1.9,14.3
Cc1ccc(Cl)cc1NC(=O)C(Cc1ccccc1)N1C(=O)C2C3CCC(C3)C2C1=O (stereo not given),-0.1%,11.6%,i,-15.8%,-17.4%,11.1,-0.5,31.5
